# FBPA coupling cs = inhibits coupling enzyme system, counter-screen for aldolase hits | coupling enzyme system counterscreen, AmpLite Red fluorescence | activity change, negative = inhibition, % at 58.2 µM, hits read low | actives 0.67% (n = 290,000) | AID 2472; in the data active = activity change below about -30%; note: % is set by controls: 0 for no effect and ±100 for the full control effect
#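 Compounds tested against the coupling enzymes alone at 57.5 uM final; readout was AmpLite Red fluorescence (525/598 nm) after 20 min at RT.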
# GALK inh = inhibitors of human galactokinase; Potency, µM (doses to about 57.5 µM), without a hit: at the top dose activity change, negative = inhibition, most hits filed as inhibitors; actives 0.007% (n = 270,000); Purified GALK, Kinase-Glo residual ATP luminescence; P51570; note: potency is the fitted concentration of half-maximal effect; % is set by controls: 0 for no effect and ±100 for the full control effect
# Target sequence (P51570 whole entry, looked up): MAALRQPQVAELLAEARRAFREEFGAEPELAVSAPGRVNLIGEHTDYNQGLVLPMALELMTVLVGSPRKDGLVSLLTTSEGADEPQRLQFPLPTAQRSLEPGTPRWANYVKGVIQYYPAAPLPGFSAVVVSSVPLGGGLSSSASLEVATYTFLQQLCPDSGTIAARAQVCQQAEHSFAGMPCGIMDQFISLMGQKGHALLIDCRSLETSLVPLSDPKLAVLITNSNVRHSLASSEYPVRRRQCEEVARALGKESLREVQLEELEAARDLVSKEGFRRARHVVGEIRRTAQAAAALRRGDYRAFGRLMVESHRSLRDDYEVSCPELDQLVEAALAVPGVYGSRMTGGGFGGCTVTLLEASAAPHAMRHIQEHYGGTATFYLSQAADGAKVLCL
#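 Human GALK (5 nM) with 35 uM ATP and 100 uM galactose in 20 mM HEPES pH 8.0, 5 mM MgCl2, 60 mM NaCl, 1 mM DTT, 0.01% BSA. After 1 h at room temperature, leftover ATP was read by Kinase-Glo Plus luminescence.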
# Tb PFK inh = T. brucei PFK enzyme inhibition; O15648; T. brucei PFK, ADP-Glo luminescence; Potency, µM (top dose mostly 57.5 µM), inactives show at the highest dose activity, negative = inhibition, hits mostly inhibitors; actives 0.17% (n = 330,000);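 note: potency is the fitted concentration of half-maximal effect; 0% = uninhibited 1x PFK enzyme wells and -100% = no-enzyme wells; nearly all actives have a fitted effect of over 60% in size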
#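 Compounds were pin-transferred as a titration series up to 57 uM into substrate buffer (0.5 mM F6P, 0.1 mM ATP, pH 8.0), then 1.25 nM PFK was added and reactions ran 45 min before ADP-Glo detection.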
# Giardia kill = Giardia lamblia killing. activity change, % at 7.66 µM, hits read low. Giardia lamblia trophozoite viability. AID 540267. actives 0.15% (n = 340,000); in the data active = activity change below about -80%; inconclusive = between about -30% and that limit;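 note: parasites exposed to compound for two days anaerobically before the ATP read; % is set by controls: 0 for no effect and ±100 for the full control effect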
#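 Killing of trophozoites was scored by loss of ATP luminescence after a 48 hrs anaerobic exposure to compounds at 37 deg C, using 100 cells per well.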
# PTAP TSG101 blk = blocks PTAP/TSG101 interaction to inhibit HIV-1 budding. Q99816. Fluorescence polarization, FITC-PTAP peptide / Tsg101 binding. Potency, µM (highest dose often 115 µM), inactives show at the highest dose activity change, negative = inhibition, most hits filed as inhibitors. 340,000 tested, under 10 active; active = well fitted inhibition curve with a large enough effect in the main read-out, with a control signal flat, not every such curve was filed as active; inconclusive = small, poorly fitted or top-dose-only effect, or effect the other way, or a change in a side signal; inactive = no such curve, though single readings can be large or run the other way; note: potency is the fitted concentration of half-maximal effect; % of control where 0% means no effect
#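 Compounds were pin-transferred onto Tsg101 binding domain (10 uM final) in HEPES pH 7.5 buffer, then FITC-PTAP peptide was added at 50 nM final. After 20 min at RT, polarization reported peptide displacement across a qHTS concentration series.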
# Menin-MLL TR inh = inhibitors of human menin-MLL interaction, mutant MLL peptide. Menin + Texas Red MLL mutant peptide, fluorescence polarization. AID 1768. actives 0.23% (n = 270,000). Potency, µM (titrated, usually from 61.6 µM), for inactives: top-dose FP activity change, negative = inhibition, actives largely listed as inhibitors; active = well fitted inhibition curve with a large enough effect in the polarisation, with a control signal flat, not every such curve was filed as active; inconclusive = small, poorly fitted or top-dose-only effect, or effect the other way, or a change in a side signal; inactive = no such curve, though single readings can be large or run the other way; the % refers to the polarisation; note: potency is the fitted concentration of half-maximal effect; % of control where 0% means no effect; many of its hits are not listed in these tables
# Target sequence (O00255 whole entry, looked up): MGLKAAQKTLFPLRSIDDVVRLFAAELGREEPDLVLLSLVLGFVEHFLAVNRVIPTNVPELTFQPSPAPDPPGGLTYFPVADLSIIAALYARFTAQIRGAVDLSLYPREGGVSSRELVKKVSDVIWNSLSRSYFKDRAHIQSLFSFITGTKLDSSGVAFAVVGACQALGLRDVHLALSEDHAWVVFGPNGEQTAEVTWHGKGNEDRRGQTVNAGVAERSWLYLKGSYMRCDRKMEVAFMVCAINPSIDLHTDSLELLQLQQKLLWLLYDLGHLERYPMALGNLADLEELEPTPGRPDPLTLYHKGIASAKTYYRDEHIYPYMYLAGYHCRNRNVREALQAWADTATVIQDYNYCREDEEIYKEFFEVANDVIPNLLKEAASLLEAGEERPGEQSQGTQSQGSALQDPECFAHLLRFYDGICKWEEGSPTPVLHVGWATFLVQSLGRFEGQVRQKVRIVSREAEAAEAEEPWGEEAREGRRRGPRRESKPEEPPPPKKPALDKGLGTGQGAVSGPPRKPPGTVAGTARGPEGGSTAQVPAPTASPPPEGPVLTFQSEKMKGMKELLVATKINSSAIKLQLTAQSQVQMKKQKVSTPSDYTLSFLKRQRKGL
# Integrin act MD = integrin-mediated muscular dystrophy alleviation activation; alpha7betagal myoblasts, beta-gal FDG fluorescence, 48 h; Potency, µM (top dose mostly 38.3 µM), for inactives: at the highest dose activation, hits mostly activators; actives 0.064% (n = 350,000);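 note: potency is the fitted concentration of half-maximal effect; 100% = response of the positive control SU9516; nearly all actives have a fitted effect of over 60% in size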
#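 alpha7betagal+/- myoblasts (passage 13, 250/well) treated 48 h at 37C with compounds at 1:260 dilution of DMSO stock. Lysed, then beta-galactosidase activity read as FDG fluorescence (ex 480/em 540) after 30 min, with pre-read for autofluorescence.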
# S-ASM inh = human S-ASM enzyme inhibition. P17405. actives 0.006% (n = 340,000). placental ASM, HMU-PC fluorogenic substrate, 60 min. Potency, µM (doses to about 57.5 µM), inactives show top-dose activity change, negative = inhibition, usual class: inhibitors. AID 504937; note: potency is the fitted concentration of half-maximal effect
#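 Fluorogenic HMU-PC substrate (9 uM final) is turned over by placental ASM in 60 min at 37 C after a 10 min compound preincubation. Reaction ended by alkaline stop (pH 10), with fluorescence read at 386/447 nm.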
# PKM2 activator = increases activity of human pyruvate kinase M2; P14618; purified PKM2, Kinase-Glo ATP luminescence, activation; response scale: 0% is enzyme alone, no compound; Potency, µM (doses to about 57.5 µM), without a hit: top-dose activation, most hits filed as activators; actives 0.34% (n = 260,000); note: potency is the fitted concentration of half-maximal effect; % is set by controls: 0 for no effect and ±100 for the full control effect; nearly all actives have a fitted effect of over 55% in size
#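 hPK-M2, >95% pure; 0.1 mM ADP / 0.5 mM PEP final; imidazole pH7.2 buffer w/ 7 mM MgCl2, 50 mM KCl; 1 h RT; Kinase-Glo lum. Intermediate enzyme activity for dual inhibitor/activator qHTS.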
# BCR signal inh = chronic active BCR signaling inhibition; ABC-DLBCL IkBa-CBG/CBR reporter, luminescence ratio, 4 h; Potency, µM (doses to about 46.1 µM), for the others: at the top dose ratio change, negative = lower green/red ratio, hits mostly inhibitors; actives 0.05% (n = 340,000); AID 493014; active = well fitted inhibition curve with a large enough effect in the signal ratio, with a control signal flat, not every such curve was filed as active; inconclusive = small, poorly fitted or top-dose-only effect, or effect the other way, or a change in a side signal; the % refers to the signal ratio;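 note: potency is the fitted concentration of half-maximal effect; plate controls were basal doxycycline-induced cells for no effect and cells given 10 µM MG132 for full effect; MG132 reads +100%, hits lower the ratio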
#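 Compounds up to 46 uM were incubated four hours with TMD8 cells whose green CBG68 luciferase is fused to IkappaBalpha; red CBR luminescence normalised the signal, and concentration-effect curves were fitted to fusion, red and ratio data.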
# B2AR arrestin = recruits beta-arrestin to the human beta2-adrenergic receptor; P07550; beta-arrestin recruitment to beta2AR, cell-based reporter; Potency, µM (doses to about 46.1 µM), for the others: at the top dose activation, hits mostly activators; actives 0.02% (n = 330,000); AID 492947;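 note: potency is the fitted concentration of half-maximal effect; 0% = DMSO controls and full agonism = EC100 isoproterenol or metaproterenol; nearly all actives have a fitted effect of over 65% in size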
# An asterisk follows results filed as active; ? = inconclusive; · = no result given; & = joins results of further samples; [ ] = dose if it differs, or a comment. Unless noted, calls come from the whole dose curve; as a rule, active = well fitted curve in the direction sought with a large enough effect; inconclusive = small, poorly fitted or top-dose-only effect, or another doubt; inactive = no such curve, though single readings can be large; an effect the other way counts as inactive or inconclusive.
SMILES,FBPA coupling cs,GALK inh,Tb PFK inh,Giardia kill,PTAP TSG101 blk,Menin-MLL TR inh,Integrin act MD,S-ASM inh,PKM2 activator,BCR signal inh,B2AR arrestin
Cc1cc(C)n(C(C)CC(=O)Nc2ccc3c(c2)OCCO3)n1 (centres undefined),-4,8%,-3%,-4,0%,57%[activator],-6%,3%,·,-13%,0.3%
COc1ccccc1/C=N/NC(=O)CC(=O)NCc1ccccc1,-54*,1%,-4%,8,0%,?,33%,-3%,3%,-17%,-0.1%
CC(C)=C1C2CCC1C1C(=O)N(NC(=O)COc3ccc(C(C)(C)C)cc3)C(=O)C21 (centres undefined),3,0%,0%,-23,-6%,-1%,16%,-9%,7%,-1%,-0.1%
CC(C)(CN1CCc2ccccc2C1)NS(=O)(=O)c1ccc(Cl)cc1,2,2%,0%,57[activator],-2%,·,-9%,4%,-7%,-5%,-0.1%
CCCCNC(=O)Cn1nc([N+](=O)[O-])c([N+](=O)[O-])c1C,3,0%,?,-17,1%,138%[activator],-24%,-3%,8%,4%,0.4%
COc1ccc(CCNC(=O)COC(=O)C23CC4CC(CC(Br)(C4)C2)C3)cc1,0,-1%,0%,60[activator],0%,-4%,-14%,-9%,-7%,1%,-0.1%
CC1(C)NC(=O)NC2(C)NC(=O)NC(C)(C)C12 (centres undefined),-1,0%,0%,-3,3%,2%,27%,1%,-6%,0%,-1.2%
Cc1ccc(SCC(=O)OC(C)C(=O)NCc2ccccc2)cc1 (centres undefined),·,·,0%,-13,-4%,·,7%,0%,·,6%,0.1%
O=C(Nc1ccccc1)C(c1ccccc1)C1CCCC1 (centres undefined),1,·,-3%,2,-2%,?,?,-2%,-1%,4%,0.3%
CCN(CC)S(=O)(=O)c1ccc(C(=O)Nc2nnc(CSC)o2)cc1,-3,1%,1%,2,-3%,3%,-4%,0%,7%,?,-0.2%
COc1cccc(NC(=O)CCNS(=O)(=O)c2ccc3c(c2)oc(=O)n3C)c1,·,6%,-11%,-2,-2%,·,?,-3%,·,-3%,0.4%
CCN(CC)CCCC(C)Nc1c2ccc(Cl)cc2nc2ccc(OC)cc12 (centres undefined),-17&-15,1%,3%,·,·,?,·,·,-1%,?,-0.9%
CCc1ccccc1NC(=S)N(CCN1CCOCC1)Cc1ccccc1F,2,-1%,1%,15,-1%,-1%,8%,1%,-38%,0%,-1.0%
Cc1noc(C)c1CSCC(=O)Nc1nc2ccccc2s1,·,0%,-1%,-2,-1%,·,6%,-2%,·,?,0.0%
N#Cc1ccccc1OCC(=O)N(Cc1nnc(-c2ccccc2Cl)o1)C1CC1,·,·,0%,7,-4%,·,-11%,8%,·,?,0.0%
O=C1CN(C(=O)CNC(=O)c2cccc(Cl)c2)c2ccccc2N1,3,0%,-3%,0,1%,-10%,12%,3%,-3%,5%,0.3%
C=CCN1CCCC1CNC(=O)c1cc2[nH]nnc2cc1OC (centres undefined),·,·,-2%,-3,-2%,·,·,-7%,·,2%,0.2%
CC(O)(CS(=O)(=O)c1ccc(Br)cc1)c1ccccc1 (centres undefined),1,-4%,5%,18,-2%,-11%,25%,0%,·,7%,0.4%
CN(CC(=O)Nc1ccc(F)c(F)c1F)C(=O)c1ccc2c(c1)OCCO2,·,·,-1%,7,-1%,·,-11%,0%,·,0%,0.2%
Cn1c(=O)c(=O)n(C)c2cc(S(=O)(=O)N3CCN(Cc4ccccc4)CC3)ccc21,0,-2%,1%,4,-3%,0%,-8%,4%,-1%,5%,0.0%
Cc1ccc(NC(=S)N2CCC(NC(=O)c3ccc(F)cc3)CC2)cc1,1,19%,0%,-25,-4%,12%,-4%,8%,1%,-1%,0.0%
CC(=O)N1CCN(S(=O)(=O)c2ccc(Cl)cc2F)CC1,1,-1%,-3%,-4,-1%,2%,16%,2%,-5%,2%,0.5%
O=C(Cc1ccccc1)NC1CCN(Cc2ccccc2)CC1,1,0%,-1%,-9,0%,-6%,6%,-1%,0%,0%,-0.1%
CCOC(=O)NC(c1cccc(Cl)c1)C1CCCCCC1=O (centres undefined),0,0%,0%,13,-7%,2%,-16%,0%,-10%,?,-0.3%
COc1ccc(NC(=O)c2ccc(=O)oc2)cc1,3,-1%,1%,8,-7%,4%,15%,-3%,-3%,-12%,-0.1%
# Later entries.
SMILES,FBPA coupling cs,GALK inh,Tb PFK inh,Giardia kill,PTAP TSG101 blk,Menin-MLL TR inh,Integrin act MD,S-ASM inh,PKM2 activator,BCR signal inh,B2AR arrestin
C=CCN1C(=O)c2ccc(C(=O)N(C)CC(=O)Nc3c(C)cccc3C)cc2C1=O,·,·,2%,-6,-2%,·,34%,2%,·,12%,-0.2%
COc1ccccc1-c1nc(SCC(=O)Nc2ccccc2)n[nH]1,·,-3%,0%,-4,·,·,23%,-4%,-6%,-18%,-0.5%
CC1(c2ccccc2)CC(C)(C)N(C(=O)c2cc([N+](=O)[O-])cc([N+](=O)[O-])c2)c2ccccc21 (centres undefined),1,0%,7%,1,-2%,2%,-10%,-1%,-6%,9%,-0.3%
O=C(Nc1nnc(-c2ccccc2Cl)s1)C1CCN(S(=O)(=O)c2ccc(Cl)cc2)CC1,-1,-1%,16%,-2,1%,-14%,8%,-2%,0%,0%,-0.8%
CC(=O)Nc1ccc(C(=O)n2cnc3cc(C)c(C)cc32)cc1,2,4%,1%,2,-5%,4%,-5%,-2%,4%,-9%,-0.7%
CN1CCN(C(=O)CN2C(=O)CC(C)(C)S(=O)(=O)c3ccccc32)CC1,2,-1%,2%,6,-11%,-4%,4%,2%,-6%,?,0.0%
COc1ccc(NC(=O)CSc2nnc3n2CCCCC3)cc1S(=O)(=O)N1CCOCC1,·,·,0%,1,-1%,·,15%,5%,·,3%,0.1%
CCC(=O)Nc1ccc(NC(=O)c2oc3ccccc3c2C)cc1,5,-11%,6%,8,-1%,19%,0%,-2%,-2%[11.5 µM],?,-0.7%
CC1(C)Cc2c(cnn2-c2cccc(F)c2)C(NC(=O)c2ccc(=O)[nH]n2)C1 (centres undefined),·,8%,1%,9,-6%,·,0%,-2%,·,0%,0.0%
CCC(CC)C(=O)Nc1cccc(S(=O)(=O)c2cccc(NC(=O)C(CC)CC)c2)c1,1,-4%,1%,-6,0%,10%,12%,-9%,0%,-23%,-0.2%
COc1ccc(C(C(=O)NC2CCCC2)N(C(=O)c2snc(C(N)=O)c2N)C2CCCC2)cc1OC (centres undefined),3,-1%,0%,22,-3%,·,0%,53%[activator],·,1%,0.0%
COc1ccc(NC(=S)NC(NC(=O)c2ccc(Cl)cc2Cl)C(Cl)(Cl)Cl)c([N+](=O)[O-])c1 (centres undefined),1,0%,-2%,10,-1%,?,-7%,-14%,1%,?,3.1%
O=C(c1cc(S(=O)(=O)N2CCOCC2)ccc1Cl)N1CCc2ccccc2C1,·,0%,1%,-1,·,·,-19%,-3%,-2%,0%,-0.8%
CC(=O)Nc1ccc(S(=O)(=O)Nc2ccc(S(=O)(=O)Nc3nc(C)cc(C)n3)cc2)cc1,7,5%,1%,5,-7%,1%,33%,12%,5%,-11%,-0.5%
Fc1ccc(/C=N/N2CCN(Cc3ccccc3)CC2)cc1,0,-2%,3%,-3,2%,-9%,-10%,3%,8%[11.5 µM],-1%,0.0%
Cc1ccccc1NC(=O)c1cc2c(=O)n3cccc(C)c3nc2s1,-3,-4%,1%,16,-2%,?,?,·,2%,1%,-0.4%
CCOC(=O)c1c(N)sc2c1CCSC2,1,1%,-4%,-8,-2%,?,8%,21%,15%,1%,0.0%
CCOC(=O)C1(CCCc2ccccc2)CCN(C(=O)C2=C(C)OCCO2)CC1,1,-3%,4%,-13,0%,?,-18%,3%,2%,4%,-0.6%
O=c1nc2sc3ccccc3n2c(=O)n1-c1cccc(Cl)c1,1,0%,-4%,-3,-4%,-15%,-41%,2%,-12%,-21%,0.0%
CC(=O)Nn1cnc2c(c1=O)C1(CCCC1)Cc1ccccc1-2,-7,4%,0%,11,-12%,-5%,-3%,0%,4%,0%,0.0%
COc1ccc(/C=N/NC(=O)Nc2nonc2N)cc1,1,0%,1%,-7,-1%,-19%,17%,0%,0%,?,-0.4%

# Screening results: PubChem, National Center for Advancing Translational Sciences (NCATS)

# Only part of the results is shown (hit frequency here may not be typical).
